Screening results: PubChem, several laboratories
CSM14.1 death rescue: protection against thapsigargin-triggered cell killing – 384-well, CSM14.1, ATP luminescence, primary screen (AID 1222). cellular ATP content (survival), % at 20 µM; hits with a dose series show EC50 in µM. CSM14.1 thapsigargin-induced death rescue, ATP luminescence; higher % means a stronger effect. 190,000 tested, under 10 active;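 active means EC50 below 50 µM in the dose-response confirmation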;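 further: death triggered by thapsigargin at about 15 µM added after 2 h compound pretreatment; cell ATP read after overnight thapsigargin exposure of roughly 18 to 22 hours; normalized against plate controls of thapsigargin alone and 5% DMSO vehicle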
XIAP antagonists: XIAP antagonists, biochemical, IAP family, fluorescence polarization (AID 1018); XIAP BIR domain, fluorescence polarization peptide displacement; higher % means a stronger effect; hit rate 0.007% among 200,000; displacement, % at 20 µM, or IC50 in µM where a hit was titrated; in the data active means displacement above about 50%; further: a part of the inactive calls stands beside numbers as strong as those of hits
Yfh1-depleted yeast: enhancers of respiration in Yfh1-depleted yeast, dose response, Friedreich's ataxia, plus single-dose screen (AID 1465). S. cerevisiae Yfh1-off respiration, WST-1 reduction, 72 h; higher fold induction means a stronger effect. one-dose fold induction at 50 µM; EC50 in µM for titrated hits. hit rate 0.074% among 220,000;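 active means fold induction of absorbance versus untreated yeast above a set limit, then at least 30% activation at any dose in follow-up; inconclusive means repeats straddling the limit, or above it without dose testing; inactive means fold induction below the set limit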;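 further: activators that raise dye reduction in frataxin-depleted yeast; strong numbers were not always called active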
Salmonella PhoP GFP: PhoP-dependent GFP reporter repression – Salmonella Typhimurium, primary screen (AID 1863); hit rate 0.16% among 300,000; inhibition, % at 50 µM, or IC50 in µM where a hit was titrated; S. Typhimurium PhoP-regulated promoter GFP reporter, 4 h; higher % means a stronger effect;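 active means inhibition over 29.93%, a cutoff 3 SD above the screen mean, later confirmed by dose response; inconclusive means inhibition over 29.93% but no dose response follow-up; inactive means inhibition at most 29.93% or unconfirmed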;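 further: 0% = low Mg2+ inducing control and 100% = high Mg2+ repressing control; strong numbers were not always called active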
SIAH1 antagonists: blockers of Siah-1 interaction with plectin peptide – biochemical, fluorescence polarization, rhodamine-plectin, uHTS, primary screen (AID 1817). Siah-1 / rhodamine-plectin peptide fluorescence polarization; higher % means a stronger effect. displacement, % at 20 µM, or IC50 in µM where a hit was titrated. hit rate 0.02% among 290,000;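 active means displacement of at least 50% at 20 µM, with a fluorescence ratio check between 0.3 and a set limit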;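 further: plate controls were Siah plus tracer with DMSO for no effect and tracer alone without Siah for full effect; strong numbers were not always called active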
P. falciparum M1AAP: P. falciparum M1AAP inhibitors, biochemical, fluorogenic H-Leu-NHMec substrate, 1536-well (AID 1445); hit rate 0.42% among 220,000; one-dose inhibition, % at 30 µM; IC50 in µM for titrated hits; recombinant M1AAP, H-Leu-NHMec fluorogenic kinetic assay; higher % means a stronger effect;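 active means primary inhibition above the hit cutoff, then over 50% inhibition at one or more dose response concentrations, cut at about 23% in these data, passing the limit was not always enough; inconclusive means conflicting primary data, or primary hits not chosen for dose response; inactive means low primary inhibition, or under 50% at every dose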;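 further: plate controls were DMSO full reaction for no effect and no enzyme background for full effect; strong numbers were not always called active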
P. falciparum M17LAP: P. falciparum M17LAP inhibitors, primary screen, biochemical, fluorogenic H-Leu-NHMec substrate, 1536-well (AID 1619); inhibition, % at 30 µM, or IC50 in µM where a hit was titrated; hit rate 0.38% among 220,000; recombinant M17LAP, H-Leu-NHMec fluorogenic kinetic assay; higher % means a stronger effect;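 active means compound inhibiting the enzyme by more than half at any dose during confirmatory dose-response retesting; inconclusive means strong single-dose inhibitors picked by rank but not retested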;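 further: plate controls were full reaction with DMSO carrier for no effect and no enzyme background for full effect; strong numbers were not always called active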
PMI inhibition: human PMI inhibitors, high substrate, primary screen, biochemical, fluorescence intensity, high mannose 6-phosphate (AID 1220); hit rate 0.66% among 190,000; recombinant PMI enzyme, coupled fluorescence intensity; higher % means a stronger effect; inhibition, % at 20 µM, or IC50 in µM where a hit was titrated; in the data active means inhibition above about 50%
West Nile antiviral: West Nile virus antiviral activity, cell-based, CPE readout (AID 1621); West Nile virus-infected cells, CPE inhibition; higher % means a stronger effect; CPE inhibition, % at 10 µM, or IC50 in µM where a hit was titrated; hit rate 0.02% among 290,000; in the data active means a potency from the dose series; inconclusive means CPE inhibition mostly from about 3.7% at the one dose, without a potency; inactive means the rest, 99 in 100 with CPE inhibition below about 2.2%; further: strong numbers were not always called active
Starred values were filed as active, the others as inactive; i = inactive; u = inconclusive; x = no result given.

SMILES	CSM14.1 death rescue	XIAP antagonists	Yfh1-depleted yeast	Salmonella PhoP GFP	SIAH1 antagonists	P. falciparum M1AAP	P. falciparum M17LAP	PMI inhibition	West Nile antiviral
CN(C(=O)C1CCC1C(=O)O)c1nc(-c2ccc(Cl)s2)cs1 (stereo unspecified)	x	x	i	-6%	-1%	0%	-2%	x	0.4%
COC(=O)Cc1ccc2oc(-c3cccnc3)nc2c1	0.3%	-3.6%	i	7%	6%	0%	17%	2%	-0.1%
O=C(c1ccccc1F)N1CCN(c2ccc([N+](=O)[O-])c(NCC3CCCO3)c2)CC1 (stereo unspecified)	3.2%	-5.0%	i	2%	-2%	10%	-3%	17%	-0.1%
Cn1c(SCc2ccc(Br)cc2)nnc1-c1cccs1	0.5%	-0.8%	i	0%	1%	5%	22%	6%	-0.7%
Cc1ccc2cc(C(c3nnnn3C3CCCC3)N3CCN(c4ccc(F)cc4)CC3)c(=O)[nH]c2c1 (stereo unspecified)	-3.5%	-4.1%	i	-9%	10%	9%	15%	-68%	0.1%
Brc1cccc(OCCSc2ncccn2)c1	-0.7%	-6.7%	i	8%	2%	-1%	-2%	9%	-0.2%
COc1ccc(NC(=O)CSc2cc(C(=O)c3nccn3C)c3ccccc3n2)cc1	0.6%	-17%	i	3%	-2%	2%	8%	21%	-0.7%
CN(Cc1cn(C)nc1-c1ccc(Oc2ccccc2)cc1)CC1COCCO1 (stereo unspecified)	-0.6%	-8.1%	i	-3%	4%	-1%	-3%	-12%	-0.5%
O=c1[nH]c(CSc2ncn[nH]2)nc2ccccc12	x	x	i	-7%	4%	6%	8%	x	0.1%
Cc1ccc(-c2nc3ccccc3[nH]c2=O)cc1	x	x	i	3%	4%	-1%	-7%	x	0.0%
COc1ccc(Nc2ccc(Nc3ccc(OC)cc3)nn2)cc1	-1.3%	2.0%	i	18%	2%	-1%	3%	-3%	-0.3%
Cc1ccc(C(C2C(=O)CC(C)(C)CC2=O)C2C(=O)CC(C)(C)CC2=O)s1	1.3%	-0.8%	i	5%	3%	17%	6%	4%	0.1%
Oc1c(C(c2ccc(Cl)cc2)N2CCCC2)cc(Cl)c2cccnc12 (stereo unspecified)	-0.4%	-5.3%	i	4%	-9%	-16%	2%	45%	-1.5%
O=[N+]([O-])c1cccc(-c2cc(C(F)(F)F)n3nc(-c4ccccc4)cc3n2)c1	x	x	i	-11%	0%	0%	1%	x	0.1%
O=S(=O)(NCc1ccco1)c1cccc(S(=O)(=O)N2CCCCC2)c1	-0.7%	-9.3%	x	-13%	-1%	8%	-2%	7%	x
Cc1c(O)c(CN2CCCCC2)cc2c3c(c(=O)oc12)CCC3	-2.6%	-5.9%	i	5%	0%	38µM*	-262%	3%	0.1%
COc1ccc(NC(=O)C(c2ccccc2)c2ccccc2)cn1	5.0%	-2.9%	i	7%	6%	1%	2%	5%	-0.2%
Cc1ccc(C(=O)c2cc([N+](=O)[O-])ccc2N2CC(C)OC(C)C2)cc1 (stereo unspecified)	-2.0%	-4.8%	i	-3%	0%	5%	9%	-3%	-0.6%
COc1ccccc1CNC(=O)CC(NS(=O)(=O)c1ccc(C)cc1)c1ccco1 (stereo unspecified)	-0.4%	-19%	i	-6%	1%	1%	3%	11%	-0.1%
N#Cc1c(N)sc(=S)c2c1CCCCC2	-3.2%	-4.8%	i	-13%	7%	24%*	-10%	-82%	-0.3%
c1ccc(CCc2ccccc2-c2nc(-c3cccnc3)no2)cc1	-1.1%	-11%	i	-16%	-6%	2%	-1%	12%	-0.2%
CCc1nnc(NC(=O)c2ccc3ncsc3c2)s1	x	x	i	-10%	5%	4%	14%	x	0.2%
Cc1nnc(N(C)C(=O)c2ccncc2)s1	0.1%	-5.3%	i	15%	7%	2%	11%	2%	-0.3%
CCOc1cccc2cc(-c3csc(NC(=O)CCC(=O)NCCN4CCCCC4C)n3)c(=O)oc12 (stereo unspecified)	-0.7%	2.6%	i	-8%	-9%	6%	-6%	4%	0.7%
COc1ccc(S(=O)(=O)Cc2ccc(C(=O)NC(C)C)o2)cc1	x	-1.9%	i	-9%	0%	-6%	4%	14%	0.5%
COc1ccc(N(CC(=O)NCC2CCCO2)S(=O)(=O)c2c(C)noc2C)cc1 (stereo unspecified)	4.0%	-7.2%	i	9%	-6%	-5%	-1%	-3%	-0.4%
Cc1ccc(CN2CCN(Cc3ccc(O)cc3)CC2CCO)o1 (stereo unspecified)	2.7%	-2.1%	i	-6%	-1%	3%	-11%	15%	0.1%
c1ccc(-c2nnc3n2-c2ccccc2SC3)cc1	x	x	i	-3%	2%	0%	-4%	x	0.0%
CC(=O)N(Cc1ccccc1)Cc1nc2sc(C)c(C)c2c(=O)[nH]1	0.0%	-5.8%	i	x	2%	x	x	5%	-1.1%
O=C(COc1ccc(S(=O)(=O)N2CCCCC2)cc1)N1CCCCCC1	-3.4%	2.5%	i	-3%	3%	1%	-2%	-1%	-0.4%
COC(=O)C1=C(C)N(CCc2ccccc2)C(=O)/C1=C\c1ccco1	-1.4%	-11%	i	4%	3%	4%	3%	-9%	-0.3%
CC1CC(=O)c2cnc(NCc3ccco3)nc2C1 (stereo unspecified)	0.6%	-9.5%	i	18%	4%	8%	-4%	18%	0.4%
CCOC(=O)Cc1csc(NC(=O)COc2ccc(N(C)S(=O)(=O)c3ccc(C)cc3)cc2)n1	2.2%	-10%	i	-1%	-3%	14%	4%	-4%	0.7%
O=C(O)C1CC(=O)N(c2ccc(Br)cc2)C1 (stereo unspecified)	x	-6.3%	i	-1%	-3%	1%	17%	-14%	-0.6%
COc1ccc(Cn2c(C)c(C)c(C#N)c2NC(=O)Nc2ccc(Cl)cc2)cc1	-1.2%	-3.2%	i	-2%	-2%	2%	1%	14%	0.4%
CCn1ncc(CN2CCN(Cc3ccc(OC)c(C)c3C)C(CCO)C2)c1C (stereo unspecified)	-1.9%	-4.6%	i	1%	-5%	8%	4%	-10%	-0.3%
C=CCC1(C#N)C(=S)NC(C)=C(C(=O)OCC)C1c1ccccc1 (stereo unspecified)	x	x	i	2%	0%	5%	4%	x	0.2%
CCOC(=O)c1ccc(NC(=O)c2ccc(OC(C)C)c(OC)c2)cc1	1.8%	-3.1%	i	-8%	17%	15%	2%	7%	-0.5%
N#CCCn1cc(C=C(C#N)C#N)c(-c2ccc(Cl)cc2)n1	1.6%	-2.4%	i	-1%	3%	6%	2%	1%	-0.6%
CCOC(=O)C1C(=O)Nc2nc3ccccc3n2C1C(C)C (stereo unspecified)	-1.2%	-20%	i	4%	-1%	17%	2%	4%	-0.7%
COc1ccccc1C(=O)NCCCn1cc(Br)c(C)n1	2.2%	-5.3%	i	0%	8%	-1%	-8%	8%	-0.3%
COc1cccc(NC(=S)NCc2ccncc2)c1	-0.6%	-1.7%	i	6%	5%	-2%	-10%	-9%	1.1%
O=c1nc(SCc2cccc(C(F)(F)F)c2)nc2ccccn12	3.1%	-1.0%	i	-5%	17%	7%	3%	9%	-1.5%
C=C(C(=O)O)C1CCC2(C)CCCC(C)(O)C2C1 (stereo unspecified)	x	x	i	0%	-5%	6%	4%	x	0.1%
Cc1nc2cc(NC(=O)NCCC3=CCCCC3)ccc2o1	-1.6%	-1.4%	i	-1%	2%	8%	12%	8%	-0.6%
CCCCN(CCCC)C1=Nc2ccccc2N/C1=C(/C#N)C(=O)OCC	0.3%	0.3%	i	-13%	-2%	-2%	-12%	23%	0.0%
O=C(CCc1nc2ccccc2s1)OCc1ccccc1F	-1.1%	-6.9%	i	0%	-2%	0%	2%	10%	-0.1%
O=C(O)CCC(=O)Nc1ccc(-n2ccc(C(F)(F)F)n2)cc1	x	x	i	-10%	-4%	2%	12%	x	0.7%
COc1cccc(NC(=O)NCc2ccc(F)cc2)c1	-0.2%	-2.2%	i	6%	13%	0%	-4%	0%	0.4%
Cc1noc2ncnc(Sc3ccc(Br)cc3)c12	-1.8%	-2.5%	i	3%	0%	2%	-2%	-5%	-1.1%
CCOc1c(C)cc2[nH]c(CCC(=O)O)nc2c1C	-4.2%	2.8%	i	-9%	0%	2%	2%	-20%	0.0%
CCOC(=O)C1=C(C)C(c2cccc(Oc3ccccc3)c2)NC(=S)N1 (stereo unspecified)	0.0%	-6.0%	i	-6%	-1%	0%	-7%	25%	-1.9%
COc1cc(S(=O)(=O)NCCOC23CC4CC(CC(C4)C2)C3)c(OC)cc1Cl	-4.5%	-6.3%	i	-8%	-7%	1%	-5%	-17%	-1.4%
O=C(c1cc(N2C(=O)C3C4CCC(C4)C3C2=O)ccc1Cl)N1CCN(c2ccccc2F)CC1 (stereo unspecified)	1.7%	-4.7%	i	-11%	2%	12%	18%	-2%	-1.8%
CCOC(=O)c1sc(NC(=O)CSc2n[nH]c(-c3ccc(Cl)cc3Cl)n2)c(C#N)c1C	-1.0%	-20%	i	-9%	-1%	0%	-11%	27%	3.4%
Cc1cccc(NC(=O)COc2ccc(Br)cc2)n1	-4.1%	-2.3%	i	13%	-3%	0%	-1%	9%	0.0%
COc1cc(C)nc(N2CCCC(C(=O)Nc3cccc(Cl)c3Cl)C2)n1 (stereo unspecified)	x	-3.3%	i	4%	0%	1%	1%	3%	-1.1%
O=CN1CCN(C(C(=O)NC2CCCCC2)c2cc3c(cc2[N+](=O)[O-])OCO3)CC1 (stereo unspecified)	-0.8%	-12%	i	2%	-10%	8%	26%	58%*	0.2%
Fc1cc(F)c(F)c(SCCc2ccncc2)c1F	-2.5%	1.0%	i	-7%	-5%	9%	-8%	-6%	u
CN1CCN(CC#CCC2(O)c3ccccc3-c3ccccc32)CC1	-2.0%	-3.4%	i	-6%	8%	3%	3%	6%	-0.2%
O=C(CSc1nccc(=O)[nH]1)Nc1ccc(S(=O)(=O)N2CCOCC2)cc1	-3.8%	-2.7%	i	0%	9%	6%	27%	7%	0.0%
O=C(Cc1ccc(Br)c2ccccc12)N/N=C/c1ccccn1	1.2%	-11%	i	3%	7%	16%	-1%	-7%	-0.4%
Cc1ccc2ccc(C(Nc3cccc(C(F)(F)F)c3)c3cccnc3)c(O)c2n1 (stereo unspecified)	-0.1%	-5.0%	i	-5%	-9%	-11%	4%	3%	-1.1%
